Screens from PubChem.
L929 necroptosis: inhibitors of zVAD-triggered necroptosis, primary screen, L929 cells; L929 zVAD necroptosis rescue, ATP luminescence, 24 h; with zVAD 60 µM; viability rescue, % at 10 µM; 220,000 tested, 0.38% active; AID 1377, 2008;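 active means activation, scaled between plate controls, above about 75%, limit read from the data; inactive means activation under that limit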;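 further: 0% = zVAD with DMSO and 100% = DMSO alone without zVAD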
EBV gp42 inh: Epstein-Barr virus gp42 inhibitors, primary screen, biochemical, uHTS, fluorescence polarization | Fluorescence polarization binding assay, mP read-out | Glycoprotein 42 (Epstein-Barr virus (strain AG876)), Q1HVG2 | inhibition, % (tested at 21.74 µM) | 220,000 tested, 0.42% active; in the data active means inhibition above about 50%
Target sequence (Q1HVG2 whole entry, looked up): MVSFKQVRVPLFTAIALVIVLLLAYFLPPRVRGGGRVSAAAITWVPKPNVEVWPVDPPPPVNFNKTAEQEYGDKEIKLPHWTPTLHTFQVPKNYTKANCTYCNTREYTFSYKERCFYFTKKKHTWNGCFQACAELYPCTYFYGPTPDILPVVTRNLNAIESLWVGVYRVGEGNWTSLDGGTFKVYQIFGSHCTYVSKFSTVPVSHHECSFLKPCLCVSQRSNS
PERK inh: block of dimerizer-induced PERK translation repression, primary screen, PERK inhibitor project, CHO PERK-DD cells, SEAP luminescence, HTS. Eukaryotic translation initiation factor 2-alpha kinase 3 (Homo sapiens), Q9NZJ5. CHO PERK-DD fusion, SEAP luminescence translation reporter. inhibition, % at 5.6 µM. 220,000 tested, 0.17% active. AID 1416, 2008;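 active means inhibition above the mean inhibition of all tested compounds plus 3 SD, set separately per screening campaign, cut at about 2.9% in these data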;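 further: PERK kinase domain activated by AP20187 dimerizer at 100 nM; 0% = DMSO with dimerizer and 100% = rapamycin at 8.4 µM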
TNF death inh: inhibitors of TNF-alpha triggered necroptosis, primary screen, cell-based, Jurkat FADD-/-, single concentration; Jurkat FADD-/- TNF necroptosis rescue, ATP luminescence, 24 h; 0 = TNF only, 100 = no-TNF cells; activation (protection from cell death), % at 10 µM; 220,000 tested, 0.068% active; AID 463075, 2010;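 active means activation, meaning protection from cell death, of at least 50% relative to plate controls; inactive means activation below 50%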;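 further: necroptosis triggered by 40 ng/mL TNF-alpha added together with compound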
Mdm2 ligase inh: MDM2-luciferase reporter signal enhancers, primary screen, MDM2 E3 ligase inhibitor project, cell-based, luminescence, 1536-well; E3 ubiquitin-protein ligase Mdm2 (Homo sapiens), Q00987; signal enhancement, % at 5 µM; AID 1230, 2008; 210,000 tested, 0.11% active; cell-based MDM2 ubiquitination luciferase reporter, 2 h; 0 = plate control, 100 = twice control, blank-subtracted;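 active means signal enhancement of 30% or more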;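 further: luminescence tracks abundance of the self-degrading MDM2-luciferase fusion protein; higher signal means inhibition of MDM2 E3 ligase activity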
Target sequence (Q00987 whole entry, looked up, the tested form may be a part): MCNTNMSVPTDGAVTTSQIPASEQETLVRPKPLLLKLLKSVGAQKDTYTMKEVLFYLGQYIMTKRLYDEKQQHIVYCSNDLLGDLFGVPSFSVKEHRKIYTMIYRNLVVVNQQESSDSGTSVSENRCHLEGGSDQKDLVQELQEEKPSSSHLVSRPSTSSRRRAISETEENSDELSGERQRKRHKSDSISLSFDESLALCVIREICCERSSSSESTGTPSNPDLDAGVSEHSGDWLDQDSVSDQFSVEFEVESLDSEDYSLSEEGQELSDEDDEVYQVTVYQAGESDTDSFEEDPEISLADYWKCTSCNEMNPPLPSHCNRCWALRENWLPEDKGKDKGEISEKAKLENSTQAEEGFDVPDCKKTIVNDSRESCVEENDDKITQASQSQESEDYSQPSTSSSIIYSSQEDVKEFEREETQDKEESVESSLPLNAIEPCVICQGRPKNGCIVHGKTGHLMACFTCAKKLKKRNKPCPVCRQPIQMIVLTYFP
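System: stable MDM2–luciferase fusion reporter cells / Input: 2000 cells seeded into each well / Schedule: 4 h settle plus 2 h compound, 37 °C / Compound: single-point 5 µM / Buffer or medium: cells held in DMEM / Benchmarks: control and blank well means / Evaluation: percent signal gain over controls, blank-subtracted / Measured by: luciferase luminescence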
eIF4E-4G inh: eIF4E–eIF4G protein interaction inhibitors, primary screen, biochemical, uHTS, TR-FRET, eIF4GI fragment | Eukaryotic translation initiation factor 4E (Mus musculus) + Eukaryotic translation … | TR-FRET eIF4E-eIF4GI(517-606) binding, 2 h | inhibition, % at 21.7 µM | 220,000 tested, 0.37% active | AID 782, 2007;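 active means inhibition above about 30%, limit read from the data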;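 further: 0% = full FRET control wells and 100% = background wells lacking eIF4GI fragment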
Rad51 HR inh: human RAD51 strand exchange inhibitors, primary screen, biochemical, fluorescence; DNA repair protein RAD51 homolog 1 (Homo sapiens), Q06609; hRad51 DNA strand exchange, fluorescence dequenching; inhibition, % at 10 µM; 200,000 tested, 0.085% active; AID 1385, 2008;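 active means inhibition above 40% at the single screening dose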;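 further: 0% = DMSO control wells and 100% = blanks with heterologous ssDNA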
Target sequence (Q06609 whole entry, looked up): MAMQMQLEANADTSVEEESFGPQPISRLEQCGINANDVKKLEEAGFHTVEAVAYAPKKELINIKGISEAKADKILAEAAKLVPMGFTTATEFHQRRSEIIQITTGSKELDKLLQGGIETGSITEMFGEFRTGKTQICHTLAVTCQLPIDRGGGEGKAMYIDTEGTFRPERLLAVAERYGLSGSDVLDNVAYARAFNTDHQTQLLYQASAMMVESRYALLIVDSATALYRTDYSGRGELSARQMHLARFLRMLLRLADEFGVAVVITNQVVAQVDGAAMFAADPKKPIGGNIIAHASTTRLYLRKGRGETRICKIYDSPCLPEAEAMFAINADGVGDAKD
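Test system: preformed human Rad51 ssDNA filaments. Compound dosing: single dose, 10 µM final compound. Incubation: filaments 15 min 37 °C, then compound 30 min. Technique: FRET fluorescence dequenching, excitation 485 nm, emission 520 nm. Read-out basis: percent inhibition from fluorescence, normalised to plate control and blank means. Benchmarks: plate controls and plate blanks.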
KCC2 mod: KCC2 cotransporter modulators, thallium flux, primary screen, cell-based, HEK293 KCC2, FluoZin-2 fluorescence, MLSMR. Solute carrier family 12 member 5 (Homo sapiens), Q9H2X9. KCC2 cells, thallium flux FluoZin-2 fluorescence. B-score of Tl+ flux slope (higher = more flux/activation; lower = inhibition) at 10 µM. 190,000 tested, 2.2% active. AID 1456, 2008;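 active means thallium flux slope and its plate-corrected score both differing from the plate sample mean at a set confidence after two filtering rounds, in either direction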;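 further: slope of fluorescence scaled to starting intensity during 10 to 20 s after thallium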
Calpain2 inh: inhibitors of pig calpain II, primary screen, biochemical, fluorogenic peptide substrate, 1536-well. purified calpain II, 30 min. inhibition, % at 16 µM. 220,000 tested, 0.37% active. AID 1236, 2008;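 active means inhibition above about 50%, limit read from the data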
Numbers without * were called inactive; . = no result given; [ ] = another dose, or the depositor's remark.

SMILES | L929 necroptosis | EBV gp42 inh | PERK inh | TNF death inh | Mdm2 ligase inh | eIF4E-4G inh | Rad51 HR inh | KCC2 mod | Calpain2 inh
Cc1cc(NC(=O)c2ccc3c(c2)OCO3)ccc1NC(=O)c1ccco1 | 0.0 | -25 | -0.2 | -9.1 | -8 | 5 | -4 | 0.43 | -6
COc1ccccc1C(=O)C1CCCN(C(=O)c2cc(CC(C)C)nc(C)n2)C1 (centres undefined) | -0.5 | 5 | 0.6 | -1.4 | -5 | 0 | -12 | -0.26 | 7
Cc1sc2ncnc(OCC(=O)NC(C)C(C)C)c2c1C (centres undefined) | -0.1 | -28 | 1.1 | 3.0 | -2 | 8 | . | 0.44 | 8
C=CCn1c(COc2ccccc2F)nnc1SCC(=O)N1CC(=O)Nc2ccccc21 | -0.2 | -11 | 0.4 | -1.3 | -2 | -1 | -4 | -0.58 | -9
CCCc1cc(-n2ccnc2)n2c(nc3ccccc32)c1C#N | 0.1 | -84 | 0.1 | -4.1 | -10 | 1 | . | -0.99 | -160
CCN1CCN(c2nc3c(c(=O)n(C)c(=O)n3C)n2CCSc2ncccn2)CC1 | -0.3 | -2 | -0.3 | -1.1 | 4 | 4[fluorescence artefact?] | -2 | 0.23 | -11
Cc1ccc(S(=O)(=O)Nc2ccc(Cl)cc2C(=O)c2ccc(F)cc2)cc1 | -0.1 | 3 | -0.1 | -0.8 | -9 | -1 | -3 | 2.2 | -25
COc1ccc(N(C(=O)CSCC(=O)Nc2cc(C)on2)C(C(=O)NC2CCCCC2)c2ccc(O)c(O)c2)cc1 (centres undefined) | 0.9 | -17 | 0.9 | 0.5 | -4 | 2 | 8 | -0.22 | -29
COc1ccc(CCNC(=O)C(=O)Nc2ccc3c(c2)OCCO3)cc1OC | 1.0 | -19 | 2.0 | 0.7 | -16 | 6 | . | 1.7 | 11
CC(C)CC(C(=O)NC(C)(C)C)N(CC1CCCO1)C(=O)c1snc(C(N)=O)c1N (centres undefined) | 1.9 | -17 | -0.2 | -0.4 | -7 | 1 | -5 | -0.75 | -143
O=C(CNC(=S)N(Cc1ccccc1F)C1CCCCC1)NCCN1CCOCC1 | -0.7 | -16 | 0.4 | -0.2 | -22 | -1 | -40 | 0.17 | -8
Cc1ccc(C)c(-c2cc(C(=O)Nc3cccc(C(=O)O)c3)c3ccccc3n2)c1 | 0.1 | 10 | 1.2 | 1.2 | -5 | -3 | 3 | -0.78 | 25
CC1(C)C2CCC1(CS(=O)(=O)Nc1cccc(S(N)(=O)=O)c1)C(=O)C2 (centres undefined) | 1.7 | -5 | 0.2 | 1.7 | -7 | 2 | . | 0.85 | 23
O=C(NC1CCCC1)C(c1ccncc1)N(CCCN1CCOCC1)C(=O)c1ccc(-c2ccccc2)[nH]1 (centres undefined) | 0.9 | -12 | 0.1 | 2.2 | 0 | -3 | 0 | -2 | -21
Cc1ccc(NC(=O)/C(=C\C=C\c2ccccc2)NC(=O)c2ccccc2)cc1 | -0.1 | -7 | -0.7 | -4.6 | 9 | -6[fluorescence artefact?] | 5 | -4* | -165
O=C(COc1ccccc1)N1CCN=C1SCc1ccccc1 | 43 | -9 | 0.5 | 2.3 | -3 | -2 | -3 | -1.2 | -24
N#CC1=C(N)Oc2cc(N)ccc2C1c1ccc(F)cc1 (centres undefined) | -0.1 | -8 | 0.1 | -13 | -5 | -8 | 2 | 0.55 | -38
O=C(NCc1cccs1)C(=O)NCC(c1ccco1)N1CCN(c2ccccc2F)CC1 (centres undefined) | 0.7 | 8 | -0.8 | 2.6 | -8 | 2 | 7 | -1.3 | 24
COc1ccc(C(=O)NN(C)c2nc(C(F)(F)F)nc3ccccc23)cc1 | -0.4 | -19 | 0.1 | -7.8 | -12 | -6 | -7 | -1.3 | 8
O=C(CCc1ccccc1)Nc1cc(C(F)(F)F)ccc1Cl | 0.5 | -15 | 0.1 | 3.5 | 5 | 0 | . | -0.83 | -17
Cc1ccc(NC(=O)COc2ccc(/C=C3/SC(=Nc4ccccc4)N(Cc4cccnc4)C3=O)cc2)cc1 | -0.1 | 8 | -1.2 | -0.1 | -6 | 4[fluorescence artefact?] | 6 | 0.21 | -37
COc1cccc(Nc2nc(-c3ccc(O)cc3)cs2)c1 | 0.3 | 7 | 0.6 | -3.3 | 2 | 2 | -18 | -1.6 | 26
O=S(=O)(NC1CCCC1)c1ccc(Br)s1 | -0.2 | 0 | -0.6 | 0.3 | 1 | -7 | 3 | -1.4 | 14
COc1ccc(N2C(=O)/C(=C/c3ccc([N+](=O)[O-])cc3)N=C2C)c(OC)c1 | 0.2 | 7 | -0.5 | -2.4 | -9 | 1 | -4 | 0.2 | -15
N#CCC(=O)Nc1ccc(C(=O)NCc2ccccn2)cc1 | 1.4 | -3 | 0.2 | 0.2 | -13 | -2 | 9 | . | 11

(next part)
SMILES | L929 necroptosis | EBV gp42 inh | PERK inh | TNF death inh | Mdm2 ligase inh | eIF4E-4G inh | Rad51 HR inh | KCC2 mod | Calpain2 inh
CCOC(=O)c1cnc2c(cnn2C)c1NCCC#N | 0.0 | 1 | 0.2 | -2.6 | -1 | 5 | -10 | . | -13
CCOc1ccc(NC(=O)Nc2ccc(N(C)C(C)=O)cc2)cc1 | 72 | -9 | 0.3 | -3.2 | -8 | -1 | -5 | 0.11 | -30
Cc1oc(-c2ccccc2)cc1C(=O)Nc1ccc2ccccc2c1 | 0.1 | -10 | 0.1 | -0.5 | . | -15 | 3 | 1.3 | -40
CC1Cc2cc(/C(O)=C3/C(=O)C(=O)N(CCCn4ccnc4)C3c3ccco3)ccc2O1 (centres undefined) | 0.7 | 1 | 0.8 | -3.5 | -14 | 7 | 0 | 1.1 | 12
COc1cc(C2N(c3ccccc3)CCN2c2ccccc2)ccc1OC(C)=O | -1.4 | 4 | -0.3 | 4.2 | -19 | -3 | 29 | 0.43 | -29
COC(=O)c1c(N)sc2c1CCN(c1ncc(C(F)(F)F)cc1Cl)C2 | -0.4 | -1 | -0.8 | -1.0 | -17 | 13 | -16 | -0.51 | 5
CCCCC(=O)Nc1nc(C)c(-c2csc(Nc3cc(Cl)ccc3OC)n2)s1 | 16 | -24 | -0.3 | 5.0 | -25 | -12[fluorescence artefact?] | -4 | -1.2 | -28
S=C(Nc1ccccc1)Nc1nc2ccccc2n1CCOc1ccc(Cl)cc1 | -0.7 | -13 | 0.1 | -13 | -11 | 4 | -7 | 3.1 | 0
CC1CCc2c(sc(NC(=S)NC(=O)c3ccccc3)c2C#N)C1 (centres undefined) | 0.2 | -9 | 0.2 | 0.8 | . | 0 | 25 | -0.74 | 8
N#C/C(=C(/O)COc1ccc(Cl)cc1)c1nc2ccccc2s1 | 2.3 | 1 | 0.7 | -0.5 | -18 | -3 | 15 | -3.7* | 11
CC(C)OC(=O)c1cccc(C(=O)Nc2cccc(NC(=O)c3cccc(C(=O)OC(C)C)n3)n2)n1 | 1.6 | -12 | -0.7 | -4.2 | -26 | 1 | -23 | -0.96 | -48
NS(=O)(=O)c1cccc(NC(=O)COC(=O)CCSc2ccccc2)c1 | 0.3 | -2 | 1.3 | 0.9 | 1 | 14[fluorescence artefact?] | -3 | -0.8 | 7
CN(CCc1ccccn1)Cc1ccc(Cl)cc1 | -0.1 | -23 | 1.3 | -0.6 | -5 | 4 | -4 | . | 9
O=C(COC(=O)CNC(=O)c1cccc([N+](=O)[O-])c1)Nc1ccccc1OC(F)F | 0.3 | 8 | 0.9 | 1.2 | -14 | 2 | -3 | 0.044 | -8
C=CCn1c(SCC(=O)Nc2ccccc2C)nc2sc(C)c(C)c2c1=O | 0.0 | -17 | -0.8 | -1.6 | 3 | 1 | 0 | -0.0069 | -10
CN1CCN(NC(=O)CN2C(=O)S/C(=C\c3c(Cl)cccc3Cl)C2=O)CC1 | 20 | -13 | 0.8 | 0.6 | -12 | 0 | 3 | 1.1 | -9
CCOC(=O)c1ccc(NC(=S)NCc2ccco2)cc1 | 1.1 | -16 | 1.5 | 1.2 | -7 | 2 | -8 | 0.036 | 10
O=C(COC(=O)CCc1nc2ccccc2n1-c1ccccc1)Nc1cccc(Cl)c1 | 0.1 | -25 | 0.9 | 2.0 | -7 | -1 | 0 | 0.68 | 20
COc1ccc(C)cc1NC(=O)C1CCCN(S(=O)(=O)c2cnc[nH]2)C1 (centres undefined) | 1.1 | -19 | 1.1 | 0.9 | -18 | 4 | 1 | . | 9
CCCOC(=O)c1ccc(NC(=O)C(CC)CC)cc1 | 0.3 | 10 | -0.3 | 0.2 | -2 | -6 | 8 | -0.072 | 17
O=C(OCn1ncc(Cl)c(Cl)c1=O)c1ccccc1Cl | 102* | -11 | 0.0 | 9.0 | 0 | -6 | -6 | -4.3* | -4
COc1ccccc1C(=O)N/N=C(\C)CC(=O)Nc1ccc(Cl)cn1 | 1.8 | 9 | -0.5 | 6.2 | -4 | 0 | . | -0.19 | -14

Seven entries out of the list, arranged by heavy-atom count, highest first:
SMILES | L929 necroptosis | EBV gp42 inh | PERK inh | TNF death inh | Mdm2 ligase inh | eIF4E-4G inh | Rad51 HR inh | KCC2 mod | Calpain2 inh
CC1Cc2cc(/C(O)=C3/C(=O)C(=O)N(CCCn4ccnc4)C3c3ccco3)ccc2O1 (centres undefined) | 0.7 | 1 | 0.8 | -3.5 | -14 | 7 | 0 | 1.1 | 12
O=C(COC(=O)CCc1nc2ccccc2n1-c1ccccc1)Nc1cccc(Cl)c1 | 0.1 | -25 | 0.9 | 2.0 | -7 | -1 | 0 | 0.68 | 20
O=C(COC(=O)CNC(=O)c1cccc([N+](=O)[O-])c1)Nc1ccccc1OC(F)F | 0.3 | 8 | 0.9 | 1.2 | -14 | 2 | -3 | 0.044 | -8
COc1cc(C2N(c3ccccc3)CCN2c2ccccc2)ccc1OC(C)=O | -1.4 | 4 | -0.3 | 4.2 | -19 | -3 | 29 | 0.43 | -29
C=CCn1c(SCC(=O)Nc2ccccc2C)nc2sc(C)c(C)c2c1=O | 0.0 | -17 | -0.8 | -1.6 | 3 | 1 | 0 | -0.0069 | -10
NS(=O)(=O)c1cccc(NC(=O)COC(=O)CCSc2ccccc2)c1 | 0.3 | -2 | 1.3 | 0.9 | 1 | 14[fluorescence artefact?] | -3 | -0.8 | 7
CCOC(=O)c1cnc2c(cnn2C)c1NCCC#N | 0.0 | 1 | 0.2 | -2.6 | -1 | 5 | -10 | . | -13
